Assay outcomes as filed in PubChem BioAssay.
M. tuberculosis: growth inhibition of non-replicating M. tuberculosis (AID 488890); Mycobacterium tuberculosis non-replicating, growth inhibition; higher % means a stronger effect; inhibition, % at 25 µM; hits with a dose series show IC50 in µM; 0.39% of 320,000 active; in the data active means a potency from the dose series; inconclusive means inhibition mostly from about 82% at the one dose, without a potency; inactive means the rest, 99 in 100 with inhibition below about 76%;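 further: plate controls were DMSO cells for no effect and high antibiotic wells for full effect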
influenza NS1A: H1N1 influenza NS1A inhibitors, functional cell based assay (AID 504329); 0.3% of 340,000 active; inhibition, % at 12.5 µM, or IC50 in µM where a hit was titrated; NS1A functional cell-based assay, percent inhibition; higher % means a stronger effect; in the data active means a potency from the dose series; inconclusive means inhibition above about 27% without an active follow-up result; further: strong numbers were not always called active
VEEV TC-83 Vero: inhibitors of VEEV TC-83 cytopathic effect, confirmation, Vero cells (AID 588727); Vero cells, VEEV TC-83 cytopathic effect inhibition; higher % means a stronger effect; inhibition, % at 20 µM; hits with a dose series show IC50 in µM; 0.13% of 350,000 active; in the data active means a potency from the dose series; inconclusive means inhibition mostly from about 14% at the one dose, without a potency; inactive means the rest, 99 in 100 with inhibition below about 12%; further: strong numbers were not always called active
PhoP GFP inhibition: Inhibition of PhoP regulon, Salmonella typhi GFP reporter cells, confirmation, 4 h (AID 1850); inhibition, % at 50 µM; hits with a dose series show IC50 in µM; Salmonella Typhi PhoP-promoter GFP reporter, fluorescence, 4 h; higher % means a stronger effect; 0.33% of 310,000 active; in the data active means a potency from the dose series; inconclusive means inhibition mostly from about 25% at the one dose, without a potency; inactive means the rest, 99 in 100 with inhibition below about 19%;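 further: 0% = induced wells with vehicle and 100% = uninduced wells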
H37Rv inhibition: M. tuberculosis growth inhibition, HTS (AID 449762); inhibition, % at 25 µM; hits with a dose series show IC50 in µM; 0.59% of 330,000 active; M. tuberculosis H37Rv growth inhibition, 7H9 media; higher % means a stronger effect; in the data active means a potency from the dose series; inconclusive means inhibition above about 70% without an active follow-up result;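 further: bacterial growth assessed after seven days of incubation; strong numbers were not always called active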
VEEV TC-83 Vero 10K pilot screen: recorded beside VEEV TC-83 Vero, whose call it bears; inhibition, %; measured here: 10K pilot screen inhibition
Numbers without * were called inactive; i = inactive; ? = inconclusive; · = not tested or not shown; & = joins results of further samples.

Sample of the layout, 5 compounds:
SMILES	M. tuberculosis	influenza NS1A	VEEV TC-83 Vero	PhoP GFP inhibition	H37Rv inhibition	others
O=C(Cc1ccccc1)NCC(=O)OCC(=O)c1ccc(F)cc1	-12%	0%	1.8%	-3%	-1%
CC(C)(C)NC(=O)c1cc(C(C)(C)C)c(O)c(C(C)(C)C)c1	-13%	2%	1.1%	-5%	-1%
c1ccc(N2CCN(c3nc4cc5c(cc4s3)OCO5)CC2)cc1	30%	5%	2.4%	6%	-1%
CC(=O)NC1=NN(C(C)=O)C(c2ccccc2)S1 (configuration not stated)	-14%	1%	1.1%	3%	-3%
COc1ccc(OC)c(NC(=O)c2ccc(S(=O)(=O)N3CCOCC3)cc2)c1	-7%	3%	i	3%	2%

All compounds of this part, repeating the preview:
SMILES	M. tuberculosis	influenza NS1A	VEEV TC-83 Vero	PhoP GFP inhibition	H37Rv inhibition	others
O=C(Cc1ccccc1)NCC(=O)OCC(=O)c1ccc(F)cc1	-12%	0%	1.8%	-3%	-1%
CC(C)(C)NC(=O)c1cc(C(C)(C)C)c(O)c(C(C)(C)C)c1	-13%	2%	1.1%	-5%	-1%
c1ccc(N2CCN(c3nc4cc5c(cc4s3)OCO5)CC2)cc1	30%	5%	2.4%	6%	-1%
CC(=O)NC1=NN(C(C)=O)C(c2ccccc2)S1 (configuration not stated)	-14%	1%	1.1%	3%	-3%
COc1ccc(OC)c(NC(=O)c2ccc(S(=O)(=O)N3CCOCC3)cc2)c1	-7%	3%	i	3%	2%
COc1ccc(CCNC(=O)C2CCN(C(=O)c3ccccc3C)CC2)cc1	-2%	-23%	i	0%	2%
Cc1ccc(NC(=O)CSCc2ccco2)cc1	?	-1%	i	3%	?
O=C(NCc1cccnc1)Nc1ccc(Cl)cc1	0%	3%	3.7%	0%	-1%
O=C(OCc1ccccc1)C1=NNC2C(=O)N(c3ccccc3)C(=O)C12 (configuration not stated)	-20%	-9%	i	-5%	2%
O=C(CN1C(=O)NC2(CCOc3ccccc32)C1=O)Nc1cccc(Cl)c1 (configuration not stated)	11%	3%	5.1%	-36%	3%
O=C(NCC(=O)N(c1ccc2c(c1)OCO2)C(C(=O)NC1CCCC1)c1cccs1)c1ccco1 (configuration not stated)	-3%	-1%	i	2%&-6%	-3%
COc1ccccc1C(CC(=O)Nc1ccc(Cl)cc1)c1ccc(OC(C)C)cc1 (configuration not stated)	-18%	-2%	1.6%	3%	-2%
Cc1ccccc1OCCCCn1cnc2ccccc21	67%	-8%	i	2%	?
Nc1cc(=O)[nH]c(SCC(=O)Nc2ccc([N+](=O)[O-])cc2)n1	20%	4%	i	4%	-11%
CC(C)CNS(=O)(=O)c1ccc(C(=O)Nc2ccc3c(c2)OCO3)cc1	13%	5%	i	11%	-3%
CC(C)(C)CN1C(=O)C(=O)NC[C@H]1Cc1ccc(O)cc1	-14%	-6%	3.4%	9%	-1%
O=C(CCc1ccccc1)OCC(=O)c1ccc([N+](=O)[O-])cc1	3%	5%	0.2%	-8%	1%
COc1ccc(C(CNC(=O)C(Cc2ccccc2)NC(N)=O)N(C)C)cc1 (configuration not stated)	·	1%	0.4%	-13%	-8%
Cc1ccc([C@@H]2[C@@H]3C(=O)N(c4ccccc4)C(=O)[C@@H]3[C@]3(C)C(=O)N(Cc4ccccc4)CC(=O)N23)o1	46%	15%	0.1%	3%	1%
COc1ccc(C(=O)N2CCOC2CNC(=O)C(=O)NCc2ccco2)cc1 (configuration not stated)	-1%	-1%	0.7%	-8%	2%
Cc1ncc(CO)c(/C=N/N=C/c2ccccc2O)c1O	-2%	14%	0.8%	-6%	3%
CN(C)c1ccc(C=C(c2nnnn2-c2ccccc2)c2nnnn2-c2ccccc2)cc1	12%	3%	7.0%	-8%	3%
COC(=O)Nc1ccc(S(=O)(=O)N2CCC(C(=O)N3CCC(C)CC3)CC2)cc1	0%	4%	4.0%	5%	-2%
Cc1ccc(C#N)c(SCc2cccc(Br)c2)n1	1%	-23%	i	4%	2%
COc1ccc(CCN2C(=S)N(c3ccccc3)C(=O)C2CC(=O)O)cc1OC (configuration not stated)	-10%	20%	0.1%	-9%	-2%
CC12CCC(C(=O)NCc3ccco3)(OC1=O)C2(C)C (configuration not stated)	-3%	-5%	0.2%	-9%	3%
COc1ccc(OC)c(CCNC(=O)Cn2nc(C)c3c(C)n(-c4ccccc4)nc3c2=O)c1	11%	-13%	i	-19%	7%
COc1ccccc1CN1CCC(CNS(=O)(=O)c2cc(-c3onc(C)c3C)ccc2OC)CC1	55%	1%	i	-17%	14%
CCOC(=O)c1sc(NC(=O)C2=COCCO2)c(C#N)c1C	35%	-2%	1.3%	6%	?
O=P(/C(=N/O)N1CCOCC1)(N1CCOCC1)N1CCOCC1	1%	-8%	i	-2%	-3%
COC(=O)c1sccc1NC(=O)CSCCc1ccncc1	50%	6%	0.4%	4%	-2%
COc1ccccc1NC(=O)COC(=O)c1c[nH]c(=O)[nH]c1=O	-6%	18%	1.4%	-16%	2%
Cc1nc2cc(C)c(C)cc2s1	-4%	-7%	i	-2%	-3%
O=C(c1ccccc1)c1c[nH]c2ccccc12	-7%	-16%	0.3%	11%	-2%
O=C(NNC(=O)c1cccc2ccccc12)c1ccc2c(c1)OCO2	-8%	-20%	3.4%	-2%	1%
CCCn1cnc2cc(NCc3cccc(OC)c3O)ccc21	1%	3%	i	13%	?	VEEV TC-83 Vero 10K pilot screen=1.5
Oc1c(Cl)cc(Cl)cc1C=Nc1ccc2c(c1)OCCO2	70%	6%	7.0%	12%	59%
COC(=O)c1ccc(/C=C(\C#N)C(=O)NC(C)c2ccccc2)cc1 (configuration not stated)	?	1%	?	-2%	?
O=C(c1ccc(CS(=O)Cc2ccc(Cl)cc2)o1)N1CCN(c2ccc(F)cc2)CC1 (configuration not stated)	11%	5%	2.7%	-2%	14%
CCCCc1ccc(N2C(=NC(=O)C3CCCO3)SC3CS(=O)(=O)CC32)cc1 (configuration not stated)	-2%	3%	0.2%	2%	0%
CN(C)S(=O)(=O)Nc1ccc(NS(=O)(=O)N(C)C)c(S(=O)(=O)c2ccccc2)c1	16%	19%	i	-7%	10%
COc1ccc(-c2cc(C(F)(F)F)n3nc(C(=O)NCc4ccco4)cc3n2)cc1OC	2%	-10%	8.4%	5%	8%
COCc1cc(=O)n2[nH]c(C)cc2n1	-2%	9%	1.0%	-7%	-6%
Cc1ccc(Cn2cc(C(=O)c3ccc(F)cc3)c(=O)c3cc4c(cc32)OCCO4)cc1	9%	-2%	1.7%	-10%	1%
O=C(NC1CCCCC1)C(c1ccccc1)N(C(=O)c1csnn1)C1CCCC1 (configuration not stated)	3%	3%	i	14%	5%

In the list so far, these have an aryl thioether with sulfur outside any ring:
SMILES	M. tuberculosis	influenza NS1A	VEEV TC-83 Vero	PhoP GFP inhibition	H37Rv inhibition	others
Nc1cc(=O)[nH]c(SCC(=O)Nc2ccc([N+](=O)[O-])cc2)n1	20%	4%	i	4%	-11%
Cc1ccc(C#N)c(SCc2cccc(Br)c2)n1	1%	-23%	i	4%	2%

Two entries picked at random from the list so far:
SMILES	M. tuberculosis	influenza NS1A	VEEV TC-83 Vero	PhoP GFP inhibition	H37Rv inhibition	others
CN(C)S(=O)(=O)Nc1ccc(NS(=O)(=O)N(C)C)c(S(=O)(=O)c2ccccc2)c1	16%	19%	i	-7%	10%
COC(=O)c1sccc1NC(=O)CSCCc1ccncc1	50%	6%	0.4%	4%	-2%

(continued)
SMILES	M. tuberculosis	influenza NS1A	VEEV TC-83 Vero	PhoP GFP inhibition	H37Rv inhibition	others
NC(=O)C1CCN(C(=O)c2ccc(Oc3ccccc3)cc2)CC1	·	3%	i	-3%	·
Cn1c(=O)oc2cc(S(=O)(=O)N3CCC(C(=O)N4CCN(c5ccccc5)CC4)CC3)ccc21	·	-5%	0.2%	14%	-1%
CC1CN(C(=O)/C(C#N)=C2\N=C(NC(=O)c3ccc(F)cc3)c3ccccc32)CC(C)O1 (configuration not stated)	9%	·	i	14%	9%
COc1cc(S(=O)(=O)N2CCOCC2)ccc1NC(=O)COc1ccc(N(C)S(=O)(=O)c2ccc(C)cc2)cc1	13%	-10%	5.1%	2%	1%
CCC1(CC)C(=O)C2=C3C1[C@H](C(=O)OC)CC(C(=O)OC)C[C@H]3n1c(=O)n(C)c(=O)n1[C@H]2C (some centres not stated)	-13%	13%	i	0%	1%
CCOC(=O)c1c(C)[nH]c(C)c1S(=O)(=O)NC1CCN(C(=O)OCC)CC1	5%	9%	0.2%	1%	-5%
Nc1ncnc(Nc2ccccc2Cl)n1	-11%	1%	i	3%	-8%
C=CCN(CC=C)c1ncnc2[nH]ncc12	·	-4%	1.6%	·	·
COc1ccccc1/C=C/CN1CCCCC1	-7%	-33%	0.4%	-1%	-2%
COc1ccccc1CNC(=O)COc1ccc(S(=O)(=O)N2CCOCC2)cc1	-17%	-3%	3.2%	7%	0%
CCN(CC(=O)Nc1ccc(NC(C)=O)cc1)CC(=O)Nc1cc(C)on1	-7%	-7%	3.1%	·	-11%
CCOc1ccccc1OCC(=O)NNC(=S)NC1CCCCC1	-1%	-8%	1.1%	-7%	4%
CCO[C@H]1OC(C(=O)O)=C[C@@H](c2ccc(C(F)(F)F)cc2)[C@@H]1CCCO	-17%	-8%	0.1%	-15%	1%
Cc1cc(Cl)ccc1Oc1nc(-c2ccccc2)ncc1S(C)(=O)=O	7%	1%	1.5%	-1%	3%
N#Cc1c(N)nc2c3c(sc(=N)c2c1N)NC(=O)CC3c1ccccc1Cl (configuration not stated)	-9%	3%	6.2%	-4%	9%

A section taken from the entries so far, for reference:
SMILES	M. tuberculosis	influenza NS1A	VEEV TC-83 Vero	PhoP GFP inhibition	H37Rv inhibition	others
CCOc1ccccc1OCC(=O)NNC(=S)NC1CCCCC1	-1%	-8%	1.1%	-7%	4%
CCO[C@H]1OC(C(=O)O)=C[C@@H](c2ccc(C(F)(F)F)cc2)[C@@H]1CCCO	-17%	-8%	0.1%	-15%	1%
Cc1cc(Cl)ccc1Oc1nc(-c2ccccc2)ncc1S(C)(=O)=O	7%	1%	1.5%	-1%	3%
N#Cc1c(N)nc2c3c(sc(=N)c2c1N)NC(=O)CC3c1ccccc1Cl (configuration not stated)	-9%	3%	6.2%	-4%	9%

Carrying on.
SMILES	M. tuberculosis	influenza NS1A	VEEV TC-83 Vero	PhoP GFP inhibition	H37Rv inhibition	others
Cc1ccc(C)c(C(=O)CCC(=O)Nc2ccc(F)cc2)c1	·	-16%	i	-7%	4%
Cc1cccc(C)c1N1CCN(S(=O)(=O)c2ccc(F)cc2)CC1	24%	-8%	0.4%	20%	5%
O=C(Nc1cccc2ccccc12)c1cn(-c2ccccc2)nc1-c1cccs1	7%	15%	i	-3%	-5%
O=C(CC1SC(N2CCCCC2)=NC1=O)Nc1cccc(C(=O)NCc2ccccc2)c1 (configuration not stated)	16%	-1%	1.9%	·	-4%
C=CCn1c(SCC(=O)NCC(=O)OCC)nnc1-c1cccc(OC)c1	0%	-4%	0.7%	-4%	-11%
COc1ccc(C(C)=O)cc1CSc1ccc(S(=O)(=O)N2CCCCC2)cn1	35%	-11%	0.8%	·	-8%
CC/C(=N\Nc1nncc2ccccc12)c1ccc(F)cc1	9%	19%	1.4%	2%	-3%
CCOC(=O)CC(C#N)c1c[nH]c2ccccc12 (configuration not stated)	51%	-14%	1.3%	6%	-14%
O=c1cc[nH]c2cc(C(F)(F)F)ccc12	-1%	-11%	0.2%	0%	-3%
c1ccc2c(c1)ncn2CCCCOc1ccc2c(c1)CCC2	?	-7%	i	9%	23µM*
O=C(COC(=O)Cc1ccc(F)cc1)NC1CCCC1	29%	3%	7.2%	-1%	-2%
O=C1CN(C(=O)c2cnccn2)c2ccccc2N1	-4%	0%	1.2%	-8%	-2%
Cc1noc(C(=O)NCc2cccnc2)c1Cl	·	9%	1.2%	20%	0%
COC(=O)c1ccc2c(c1)NC(=O)c1ccccc1S2	2%	-11%	0.4%	-8%	6%
NC(=Nc1ccc(N)cc1)C(N)=Nc1ccc(N)cc1	2%	?	i	-4%	11%
NS(=O)(=O)c1cccc(NC(=O)CCCC2CCCCC2)c1	5%	3%	0.4%	7%	4%
CCN(CC)C(=O)CSc1nnc(CCNC(=O)OC(C)(C)C)o1	1%	-5%	0.5%	4%	4%	VEEV TC-83 Vero 10K pilot screen=1.0
COc1cccc(NC(=O)CS(=O)(=O)Cc2nc(-c3ccc(C)cc3)oc2C)c1	21%	-1%	1.3%	-10%	8%
